POLI inh: qHTS for Inhibitors of Polymerase Iota; Pol iota fluorescent replication assay, 10 min; Potency, µM (titrated, usually from 115 µM), for the others: at the top dose activity, negative = inhibition, usual class: inhibitors; hit rate 1% among 390,000; further: potency means the concentration at half of the fitted maximal effect
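Fluorescent replication assay read twice, at 0 min and 10 min after adding 50 nM (final) substrate. Enzyme (10 nM) and compounds were first incubated 15 min at room temperature; enzyme-free buffer wells were negative controls.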
TRHR ag: qHTS for Small Molecule Agonists and Allosteric Enhancers of Human TRH Receptor: Primary Screen for Agonists; hit rate 0.18% among 360,000; TRHR cells, calcium flux fluo-8, FDSS agonist mode; activation, % at 2 µM; Thyrotropin-releasing hormone receptor (Homo sapiens), P34981; in the data active means activation above about 30%; further: 0% is about no effect
Target sequence (P34981 whole entry, looked up): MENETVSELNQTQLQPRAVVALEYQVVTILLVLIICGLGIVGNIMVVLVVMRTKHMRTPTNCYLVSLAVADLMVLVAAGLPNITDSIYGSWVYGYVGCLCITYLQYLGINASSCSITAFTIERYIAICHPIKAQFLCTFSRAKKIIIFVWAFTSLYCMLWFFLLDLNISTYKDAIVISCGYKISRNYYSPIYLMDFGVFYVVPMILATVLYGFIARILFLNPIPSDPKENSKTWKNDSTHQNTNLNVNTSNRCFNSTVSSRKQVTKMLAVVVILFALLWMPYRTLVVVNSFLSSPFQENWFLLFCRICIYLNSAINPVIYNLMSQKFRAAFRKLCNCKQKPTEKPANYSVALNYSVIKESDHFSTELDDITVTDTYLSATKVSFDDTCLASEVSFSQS
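Agonist-mode FDSS calcium read (Ex 480/Em 530, 1 s cycles) in 1536-well TRHR cells with fluo-8 dye, after 10-cycle baseline and 23 nL compound addition; TRH at EC20 (10 nM final) added afterwards for the enhancer phase.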
Anesthetic bind: qHTS Assay for Identification of Novel General Anesthetics; Ferritin light chain (Equus caballus), P02791; apoferritin/1-aminoanthracene competitive binding, fluorescence; Potency, µM (titrated, usually from 77.5 µM), without a hit: at the highest dose activity change, negative = displacement, hits mostly inhibitors; hit rate 0.074% among 350,000; further: potency means the concentration at half of the fitted maximal effect; on the % scale 0 is the no-effect control and ±100 the full control effect; nearly all actives have a fitted effect of over 20% in size
Target sequence (P02791 2-175 limits assumed): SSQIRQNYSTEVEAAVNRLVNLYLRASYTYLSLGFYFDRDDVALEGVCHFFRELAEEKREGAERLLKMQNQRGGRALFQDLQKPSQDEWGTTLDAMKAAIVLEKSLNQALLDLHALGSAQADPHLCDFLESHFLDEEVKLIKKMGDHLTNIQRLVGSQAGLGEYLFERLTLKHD
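Concentration-response curves derived by four-parameter Hill fitting of normalized fluorescence, where compounds displaced 1-AMA from 10 uM horse apoferritin following a brief 10 min room-temperature incubation; propofol titration acted as positive control.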
POLK inh: qHTS for Inhibitors of Polymerase Kappa. DNA polymerase kappa (Homo sapiens), Q9UBT6. purified Pol kappa, fluorescent DNA synthesis assay, 10 min. Potency, µM (top dose mostly 107 µM), without a hit: top-dose activity, negative = inhibition, usual class: inhibitors. hit rate 0.53% among 400,000. AID 588579, 2011; further: potency means the concentration at half of the fitted maximal effect; on the % scale 0 is the no-effect control and ±100 the full control effect
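Pol kappa 10 nM + cpd, 15 min RT; start w/ substrate 50 nM final; fluorescence kinetic read, 0 and 10 min. Neg ctrl: buffer, no enzyme.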
ALOX12 inh: Primary qHTS assay for inhibitors of human arachidonate 12S-lipoxygenase (ALOX12): Round 2; AID 1671190, 2021; Potency, µM (series often up to 108 µM), without a hit: at the top dose activity change, negative = inhibition, most hits filed as inhibitors; Polyunsaturated fatty acid lipoxygenase ALOX12 (Homo sapiens), P18054; purified 12hLO, xylenol orange hydroperoxide absorbance; hit rate 1.1% among 580,000; further: potency means the concentration at half of the fitted maximal effect; on the % scale 0 is the no-effect control and ±100 the full control effect
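Hydroperoxide product was detected by ferrous iron/xylenol orange as the 573 to 405 nm absorbance ratio. Arachidonic acid at 40 uM (final) was turned over for 30 min at room temperature by 150 nM human 12hLO, pH 7.0 Hepes buffer, after 15 min compound preincubation.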
ERG Ets-DNA blk: qHTS for Small Molecule Inhibitors of the ERG Ets/DNA interaction; AID 624246, 2012; hit rate 0.028% among 370,000; Potency, µM (series often up to 76.9 µM), without a hit: at the top dose FP activity, negative = inhibition, actives largely listed as inhibitors; fluorescence polarization, His-ERG Ets domain / labelled DNA; active means well fitted inhibition curve with a large enough effect in the polarisation, with a control signal flat; inconclusive means small, poorly fitted or top-dose-only effect, or effect the other way, or a change in a side signal; inactive means no such curve, though single readings can be large or run the other way; the % refers to the polarisation;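 further: polarization taken with two DNA probes labelled with fluorescein and Texas red; potency means the concentration at half of the fitted maximal effect; % of control where 0% means no effect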
Target sequence (P11308 whole entry, looked up, the tested form may be a part): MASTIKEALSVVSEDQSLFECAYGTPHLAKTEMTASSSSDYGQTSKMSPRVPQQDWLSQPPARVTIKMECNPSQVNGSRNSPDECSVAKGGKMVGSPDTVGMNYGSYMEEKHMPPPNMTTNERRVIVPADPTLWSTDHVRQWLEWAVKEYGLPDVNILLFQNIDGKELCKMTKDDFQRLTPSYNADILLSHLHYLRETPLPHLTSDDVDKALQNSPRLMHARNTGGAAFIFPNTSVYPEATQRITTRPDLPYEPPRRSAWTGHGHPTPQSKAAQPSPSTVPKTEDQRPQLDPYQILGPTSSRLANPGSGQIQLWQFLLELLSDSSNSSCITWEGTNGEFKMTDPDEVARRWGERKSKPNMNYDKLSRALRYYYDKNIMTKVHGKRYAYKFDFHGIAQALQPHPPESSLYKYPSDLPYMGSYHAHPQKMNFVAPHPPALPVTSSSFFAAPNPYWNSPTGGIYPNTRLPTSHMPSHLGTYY
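His-tagged ERG Ets domain (1 uM in the protein solution; 300mM KCl, 50mM Tris-HCl, 1mM EDTA, 1mM DTT, pH 7.5) received compound, then a probe mix of 5 nM fluorescein-DNA and 100nM Texas-615-DNA. Fluorescence polarization was read for both dyes.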
APEX1 inh: qHTS Assay for Inhibitors of the Human Apurinic/apyrimidinic Endonuclease 1 (APE1). DNA repair nuclease/redox regulator APEX1 (Homo sapiens), P27695. recombinant APE1, TAMRA/BHQ-2 abasic DNA cleavage fluorescence. Potency, µM (highest dose often 65.8 µM), inactives show top-dose activity change, negative = inhibition, actives largely listed as inhibitors. hit rate 0.35% among 350,000. AID 2517, 2012;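 further: potency means the concentration at half of the fitted maximal effect; plate controls were vehicle for no effect and reference inhibitor for full effect; nearly all actives have a fitted effect of over 55% in size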
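0.75 nM APE1 + cpd, 15 min RT; start w/ 50 nM TAMRA/BHQ-2 THF-abasic dsDNA; kinetic fluor 525/598 nm ×3 reads @60 s; Δ(read3−read1); normalized to DMSO and NSC13755 control wells.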
Pol beta inh: qHTS Assay for Inhibitors of DNA Polymerase Beta. Pol beta primer extension/strand displacement, fluorescence kinetic. P06746. hit rate 1.3% among 340,000. Potency, µM (highest dose often 114 µM), inactives show at the highest dose activity change, negative = inhibition, most hits filed as inhibitors; further: potency means the concentration at half of the fitted maximal effect; on the % scale 0 is the no-effect control and ±100 the full control effect
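Human Pol beta at 10 nM; strand-displacement substrate 50 nM final. Compound exposure 15 min at room temperature before start, reaction 10 min at room temperature.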
BLM inh: qHTS Assay for Inhibitors of Bloom's syndrome helicase (BLM); RecQ-like DNA helicase BLM (Homo sapiens), P54132; recombinant BLM DNA unwinding, fluorescence dequenching; Potency, µM (top dose mostly 56.1 µM), inactives show top-dose activity change, negative = inhibition, actives largely listed as inhibitors; hit rate 0.2% among 350,000; AID 2528, 2010;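 further: potency means the concentration at half of the fitted maximal effect; plate controls were vehicle for no effect and no enzyme for full effect; nearly all actives have a fitted effect of over 35% in size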
* = called active by the depositor; u = inconclusive; x = not tested or not shown; & = joins results of further samples; [ ] = dose if it differs, or a comment. Unless noted, the call rests on the fitted dose curve; in most records, active means well fitted curve in the direction sought with a large enough effect; inconclusive means small, poorly fitted or top-dose-only effect, or another doubt; inactive means no such curve, though single readings can be large; an effect the other way counts as inactive or inconclusive. Not all compounds are listed; rates above refer to the full screens.

SMILES	POLI inh	TRHR ag	Anesthetic bind	POLK inh	ALOX12 inh	ERG Ets-DNA blk	APEX1 inh	Pol beta inh	BLM inh
CS(=O)(=O)Nc1ccc(C2=NN(S(C)(=O)=O)C(c3cccs3)C2)cc1 (stereo not drawn)	4.9%	1.0	-7.0%	-6.1%[60.1 µM]	-4.4%	-2.7%	-0.2%	-2.6%	-7.1%
CN(C)CC(=O)c1ccc(-c2ccccc2)cc1	-7.0%	-0.4	u	-10.2%	-18.8%	1.1%	10.3%	2.1%	-21.6%
Cc1n[nH]c(=O)nc1N1CCc2ccccc2C1	18.3%	-0.4	-14.1%	-13.9%	0.0%	2.3%	4.8%	85.2%	-6.5%
Cc1ccccc1NC(=O)Cc1nc(COC(=O)CC(C)c2ccccc2)cs1 (stereo not drawn)	85.9%[activator]	0.1	x	-6.4%	0.4%	-9.6%	27.8%	x	x
O=C(Cn1c(=O)oc2ccccc21)Nc1ccc(F)cc1	29.9%	0.1	-4.7%	5.8%	0.4%	30.9%[activator]	16.6%	6.7%	-8.4%
COc1ccccc1S(=O)Cc1ccc(C(=O)NCc2ccccc2Cl)o1 (stereo not drawn)	-24.0%	0.5	-14.2%	-4.7%	-20.4%	1.5%	u	14.0%	-0.9%
N#Cc1ccc(C(=O)N/N=C/c2cn(CC(=O)O)c3ccccc23)c(F)c1	-3.9%	-2.8	-9.5%	-1.6%	u	x	-7.0%	9.6%	1.0%
Cc1occc1-c1nnc(SCC(=O)Nc2ccccc2)n1C	38.6%[activator]	-0.5	-7.9%	4.7%	4.6%	20.6%	0.6%	23.5%	-0.8%
Cc1cc(NC(=O)CCS(=O)(=O)c2cc(Br)cc3c2N(C(=O)C2CC2)CC3)ccc1Br	-1.5%	0.1	0.6%	0.0%	u	0.0%	x	20.8%	0.5%
COc1cc(OC)cc(C(=O)Nc2cccc3cccnc23)c1	82.1%[activator]	-0.1	-5.5%	-1.2%	11.2%&6.5%	-5.8%	-11.5%	-19.6%	0.7%
Cc1cc2nc(-c3cccc(NC(=O)c4ccc(Br)o4)c3)oc2cc1C	22.0%	0.2	-11.6%	-6.4%	-4.8%	-12.6%	4.1%	1.6%	0.9%
COC(=O)c1sc(N2C(=O)c3oc4ccccc4c(=O)c3C2c2cccc(O)c2)nc1C (stereo not drawn)	18.7%	0.1	-3.5%	-15.1%	-13.1%	8.1%	-4.2%	-4.6%	-4.1%
CN(C(=O)COC(=O)c1ccc([N+](=O)[O-])cc1N)c1ccccc1	130.9%[activator]	-0.7	-6.3%	0.0%	4.1%	-2.6%	-3.1%	-26.3%	0.4%
O=C(Cc1c(F)cccc1Cl)N1CCN(S(=O)(=O)c2cccs2)CC1	2.4%	-0.2	x	-12.3%	-11.1%	-6.5%	6.9%	x	x
C=CCN1C(=O)/C(=C/c2ccc(O)c(OC)c2)S/C1=N/c1nccs1	-26.4%	72.0*	-23.9%	-17.3%	-24.1%	x	-5.8%	0.7%	-16.9%
COc1ccc(CC(=O)N/N=C(/C)CC(=O)N(C)c2ccccc2)cc1	-8.6%	-1.4	-9.9%	3.6%	x	-2.2%	41.1%[activator]	0.3%	-4.1%
CC(C)CC(=O)c1c[nH]c(C(=O)NCc2ccccc2)c1	95.2%[activator]	-1.0	-0.2%	0.4%	122.3%[activator]	-2.3%	19.3%	12.5%	-7.0%
Cc1cc(-n2cc(Br)c(=O)[nH]c2=O)nc(-c2ccccc2)n1	-15.0%	-0.3	6.8%	-6.0%	-4.2%	4.8%	24.4%	36.8%	-1.8%
CC1CCCCN1S(=O)(=O)c1ccc2c(c1)oc(=O)n2CC(=O)O (stereo not drawn)	4.0%	0.2	-11.3%	-3.1%	u	-1.7%	0.9%	3.4%	1.9%
COc1ccc(C(=S)NC2CCCCC2)cc1	u	-0.9	-13.3%	-8.5%	u	-8.5%	-3.7%	25.2%	-4.7%
COc1ccc(CN(C)CC(=O)NC2CCCc3ccccc32)cc1OC (stereo not drawn)	116.5%[activator]	0.1	-7.4%	-3.6%	0.3%	6.0%	-3.0%	-16.5%	1.5%
C/C(CC(=O)Nc1ccccn1)=N\NC(=O)C(=O)Nc1cccc(Cl)c1C	11.4%	-0.2	-13.0%	-9.0%	26.1%	-7.2%	-1.8%	-20.9%	-1.9%
Cn1c(=O)c2cc(S(=O)(=O)NCCC(=O)Nc3ccccc3F)ccc2n(C)c1=O	-3.5%	-0.1	-9.6%	-3.6%	5.1%	-4.4%	-3.2%	1.9%	2.4%
CC(C)CSc1nsc(N)n1	4.9%	0.7	u	-10.5%	8.0%	x	0.5%	-1.3%	-0.6%
CCCN1CCN(S(=O)(=O)c2ccc3c(c2)CC(C)N3C(=O)C2CC2)CC1 (stereo not drawn)	28.5%	0.2	-10.8%	-7.1%	-7.7%	-11.2%	51.6%	45.0%	-1.7%
Cc1cccc(C)c1OCC(O)Cn1nnc2ccccc21 (stereo not drawn)	2.0%	-0.4	-13.6%	1.1%	u	9.4%	15.2%	9.2%	-3.8%
O=C(OCc1ccccc1)N1CCC2CC1c1cc(-c3ccccc3)ccc12 (stereo not drawn)	3.5%	x	x	-2.6%	-25.4%	1.8%	x	x	x
COC(=O)[C@H](C)NC(=O)/C=C/c1ccc(OC)cc1	6.0%	0.5	-17.5%	2.7%	-2.7%	-10.6%	-3.5%	39.7%	0.1%
Cc1ccccc1CSc1cn(CCNC(=O)c2cccs2)c2ccccc12	u	1.1	83.2%[activator]	-8.3%	0.0%	4.5%	x	-3.2%	-9.6%
Cc1cccc(C2=N[C@@H](CC(C)C)CO2)c1	x	x	-14.6%[163 µM]	-4.9%	x	x	-0.2%[120 µM]	x	0.0%[120 µM]
Nc1cc2cccnc2cc1Cl	54.6%[activator]	x	x	-14.7%	u	20.1%	x	x	x
CCC(C)c1ccc(O)c(NC(=O)c2ncn[nH]2)c1 (stereo not drawn)	23.3%	0.4	1.5%	-6.2%	16.7%	x	4.3%	-6.9%	-3.9%
COCCn1c(SCC#N)nnc1-c1ccc2c(c1)OCO2	8.5%	0.0	-4.7%	-14.0%	2.6%	1.4%	-0.8%	14.1%	-0.9%
O=C(c1cc([N+](=O)[O-])ccc1N1CCCC1)N1CCCCC1	15.8%	0.0	-6.4%	-9.8%	u	6.8%	-0.8%	-17.0%	1.2%
O=C(CSc1nnc(-c2cccnc2)n1-c1ccccc1)Nc1ccccn1	-1.3%	0.9	3.4%	-1.9%	-6.1%	-4.8%	0.9%	26.1%	-1.3%
Cc1cc([N+](=O)[O-])nn1Cc1ccc(C(=O)N/N=C/c2ccc(O)cc2O)cc1	u	0.1	-6.1%	0.0%	-18.3%	4.4%	1.9%	-29.7%	-11.6%
O=C(O)CCNc1nc(C(F)(F)F)nc2ccccc12	5.6%	0.8	-2.9%	-12.1%	-0.6%	1.9%	6.1%	12.7%	-4.1%
O=C(NCc1ccco1)C1CC(=O)N(c2ccc(O)cc2)C1 (stereo not drawn)	-10.9%	0.3	-3.8%	-5.5%	0.0%	1.4%	5.6%	23.4%	0.2%
O=C(NCc1ccccc1)N1CCN(c2ccccc2)CC1	4.5%	0.4	3.4%	-5.0%	u	-2.2%	7.2%	-0.3%	0.1%
COc1cccc(CNc2ccc3[nH]c(=O)[nH]c3c2)c1OCc1ccccc1	90.0%[activator]	0.5	-17.4%	-1.7%	x	8.4%	2.4%	22.8%	-11.3%
Cc1ccc(C)c(S(=O)(=O)N2CCN(C(=O)c3cncc(Br)c3)CC2)c1	121.2%[activator]	0.3	-6.4%	-15.7%	9.1%	-5.6%	-3.3%	50.0%	0.3%
CC(C)C[C@@]12C(=O)N(c3cccc(F)c3)C(=O)N1[C@H](c1ccc(Cl)cc1)[C@@H]1C(=O)N(C3CCCCC3)C(=O)[C@@H]12	u	0.8	x	-7.6%	17.2%	5.3%	-2.4%	x	x
COC(=O)C1CSC(c2ccc(Cl)cc2)N1C(=O)c1ccccc1 (stereo not drawn)	26.6%	-1.7	-15.2%	9.2%	24.0%	-10.5%	0.0%	u	-8.0%
Cn1c(=O)c2c(nc(SCCCO)n2Cc2ccccc2Cl)n(C)c1=O	-0.6%	1.2	-2.0%	-6.7%	-19.0%	1.1%	-3.3%	-27.8%	-4.4%
Oc1c(C(c2ccc(Cl)cc2)N2CCCC2)sc2nc(-c3ccco3)nn12 (stereo not drawn)	-0.1%	0.3	-17.8%	-2.8%[60.1 µM]	u	15.9%	x	0.9%	0.0%
CC(=O)c1cc2c(cc1NC(=O)C1CC1)OCO2	3.5%	0.0	-2.5%	-6.0%	-18.7%	-19.3%	-2.0%	-8.5%	1.5%
OC(CN1CCOCC1)CN1CCOCC1	13.9%&15.2%	0.3	7.8%	7.8%&-1.8%	u	-9.3%	0.6%	9.8%	0.4%
CC1(C)Oc2ccc3ccc(=O)oc3c2-c2cnoc21	-4.9%	-0.2	-7.7%	15.4%	u	7.4%	-2.3%	-0.6%	0.5%
